Assay outcomes from PubChem BioAssay.
hcDAF-12 act – H. contortus DAF-12 activation, primary screen; 370,000 compounds, 1.4% hits; HEK293 hcDAF-12 lit1-tk-luc reporter, luminescence; 0% DMSO, 100% Δ7-dafachronic acid; activation, % at 6.8 µM;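 active = activation above the mean of all tested compounds plus 3 SD, cut at about 5.5% in these data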;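 note: 100% = response to 3 µM Δ7-dafachronic acid high control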
DAX1 inh-1 – DAX1 (NR0B1) inhibition, primary screen. HEK293T StAR-luciferase reporter, SF-1/DAX-1 repression relief. inhibition, % at 6.8 µM. 370,000 compounds, 1.1% hits. AID 652010;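 active = inhibition above the mean over all tested compounds plus 3 SD, cut at about 3.6% in these data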;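 note: 0% = DAX-1 cells with DMSO and 100% = cells lacking DAX-1 with DMSO; higher inhibition means more luminescence from relief of DAX-1 repression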
Rev-erbA mod – modulators of human Rev-erb alpha DNA binding | Rev-erbα–FITC-DNA binding, fluorescence polarization, 90 min | activity, % at 10 µM | 370,000 compounds, 0.79% hits;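 active = activity above about 14%, limit read from the data; passing the limit was not always enough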;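 note: 0% = DMSO wells with 35 nM protein and 100% = DMSO wells with 750 nM protein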
FXN GAA850 act – frataxin GAA850 promoter activation | HEK293 lucGAA850 FXN promoter luciferase reporter, 24 h; percent of 10 µM SAHA response | activation, % at 6 µM | 360,000 compounds, 0.56% hits | AID 540364;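 active = activation above the average of all compounds screened plus 3 SD, cutoff fixed separately per campaign, cut at about 7.5% in these data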;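 note: 0% = DMSO wells and 100% = 10 µM SAHA wells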
sPLA2-III inh – Blocks human group III sPLA2 activity; inhibition, % at 12.2 µM; 370,000 compounds, 0.56% hits; QFRET BODIPY PC-A2 liposome hydrolysis, fluorescence; AID 743126; Q9NZ20;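 active = inhibition above mean plus 3 SD of compounds lying within the high and low control bounds, cut at about 19% in these data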;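 note: 0% = median of test compound wells and 100% = no enzyme DMSO wells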
Target sequence (Q9NZ20 whole entry, looked up): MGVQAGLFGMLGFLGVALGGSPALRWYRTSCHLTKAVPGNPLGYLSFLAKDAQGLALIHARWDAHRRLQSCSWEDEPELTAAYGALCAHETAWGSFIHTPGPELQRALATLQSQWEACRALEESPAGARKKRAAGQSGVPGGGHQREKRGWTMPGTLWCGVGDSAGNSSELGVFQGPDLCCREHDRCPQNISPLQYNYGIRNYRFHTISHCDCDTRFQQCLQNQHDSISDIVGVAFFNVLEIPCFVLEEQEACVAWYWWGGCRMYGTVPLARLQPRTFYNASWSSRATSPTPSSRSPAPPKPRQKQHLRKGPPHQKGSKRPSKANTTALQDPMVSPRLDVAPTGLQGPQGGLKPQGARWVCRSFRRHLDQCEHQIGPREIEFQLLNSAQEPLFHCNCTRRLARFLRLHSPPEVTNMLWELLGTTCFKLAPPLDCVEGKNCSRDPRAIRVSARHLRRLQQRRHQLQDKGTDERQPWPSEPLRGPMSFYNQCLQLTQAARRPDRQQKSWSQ
hgDAF-12 ag – hgDAF-12 agonism, primary luciferase screen | 370,000 compounds, 1.8% hits | HEK293 GAL4-hgDAF12 UAS-luciferase reporter, agonist luminescence; normalized to butyrate control | activation, % at 6.8 µM | AID 687014;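 active = activation above a cutoff set at the mean of all screened compounds plus 3 SD, cut at about 10% in these data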;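 note: 0% = DMSO wells and 100% = sodium butyrate wells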
DAX1 inh-2 – NR0B1 (DAX1) inhibition. AID 504766. HEK293 Gal4-DAX1 luciferase reporter, luminescence. P51843. 340,000 compounds, 0.99% hits. inhibition, % at 6.75 µM;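 active = inhibition above the mean over all tested compounds plus 3 SD, cut at about 4.2% in these data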;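 note: 0% = DAX1-transfected cells with DMSO and 100% = empty-vector control cells with DMSO; inhibition shows as a rise in luminescence from relieved DAX1 repression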
Target sequence (P51843 207-470 limits assumed): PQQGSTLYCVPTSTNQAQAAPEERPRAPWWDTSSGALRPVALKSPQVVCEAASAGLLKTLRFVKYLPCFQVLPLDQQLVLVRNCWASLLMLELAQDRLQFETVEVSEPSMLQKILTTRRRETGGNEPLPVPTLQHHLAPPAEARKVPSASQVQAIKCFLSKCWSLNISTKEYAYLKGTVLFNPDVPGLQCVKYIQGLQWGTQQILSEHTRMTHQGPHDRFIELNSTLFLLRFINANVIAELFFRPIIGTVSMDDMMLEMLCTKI
ssDAF12 agonist – activators of S. stercoralis DAF-12 nuclear receptor; HEK293 ssDAF-12/GRIP1 lit1-tk-luc reporter, luminescence; % of 3 µM dafachronic acid response; activation, % at 6.8 µM; 370,000 compounds, 1% hits;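 active = activation above the mean over all tested compounds plus 3 SD, cut at about 0.9% in these data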;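 note: 0% = DMSO-only wells and 100% = 3 µM delta7-dafachronic acid wells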
PG9 binder – binds the HIV-1 gp120 antibody PG9; TR-FRET gp120-PG9 antibody binding; inhibition, % at 6.7 µM; 360,000 compounds, 0.43% hits; in the data active = inhibition above about 8.5%
SMARCA2 activ – SMARCA2 function activation, primary screen | MG213 cells, MMTV-luciferase reporter, dexamethasone, overnight | activation, % at 9.1 µM | 370,000 compounds, 1% hits | AID 652017; in the data active = activation above about 7.8%;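 note: 0% = vehicle wells and 100% = reference activator wells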
PLC-beta3 inh – blocks human PLC-beta3 enzyme activity. Q01970. Purified PLC-beta3, fluorogenic substrate, fluorescence. inhibition, % at 12.2 µM. 370,000 compounds, 0.18% hits. AID 720704; in the data active = inhibition above about 11%;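 note: 0% = median of compound wells on plate and 100% = full blocker control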
* = called active by the depositor; / = not tested or not shown. Compounds were not picked by outcome; any-hit rate near 7%.

SMILES	hcDAF-12 act	DAX1 inh-1	Rev-erbA mod	FXN GAA850 act	sPLA2-III inh	hgDAF-12 ag	DAX1 inh-2	ssDAF12 agonist	PG9 binder	SMARCA2 activ	PLC-beta3 inh
CCCc1nnc(NC(=O)CCC(=O)NCCc2ccc(OC)c(OC)c2)s1	1.5	-0.3	-0.3	-0.2	5.1	0.4	-0.7	-0.7	-0.5	-1.1	0.5
CN(c1ccccc1)c1ncccn1	-0.4	0.0	7.7	0.1	2.1	-0.2	/	-1.4	-1.2	-2.4	-4.3
COc1cccc(NC(=S)N(CCN(C)C)C(C)c2ccncc2)c1 (stereo unspecified)	0.2	-0.6	5.9	4.4	1.6	-1.5	0.4	-1.3	2.1	-2.8	-3.0
CCOC(=O)C1(Cc2ccccc2)CCCN(Cc2ccc(OCC)c(CO)c2)C1 (stereo unspecified)	-0.6	-0.3	-1.8	1.4	-6.4	1.8	0.8	-0.8	0.4	-3.8	4.9
NC(CCc1ccccc1)c1csc(Nc2ccc(C(=O)NCCO)cc2)n1 (stereo unspecified)	-1.9	0.0	-2.0	-3.5	3.8	-2.7	/	-1.5	0.7	-2.5	-67.1
Cc1sc(NC(=O)CN(Cc2ccccc2)C(=O)C2CC2)c(C(N)=O)c1C	-2.0	-0.8	-4.2	-0.4	1.3	0.2	-1.1	-1.0	1.1	-0.9	2.8
CCS(=O)(=O)N1Cc2ccccc2CC1C(=O)NCCc1ccccc1 (stereo unspecified)	1.4	-0.2	-1.6	-0.4	-3.1	3.5	0.1	0.1	-2.4	-1.6	-5.4
O=C(CCCn1c(=O)[nH]c2ccsc2c1=O)N1CCCCC1	0.0	0.0	6.4	1.1	-0.6	-0.6	-0.7	-1.4	0.5	0.6	-1.0
Cc1ccc(S(=O)(=O)N2C[C@H]3[C@H]4C(=O)N(c5ccccc5)C(=O)[C@H]4C[C@H](OC(=O)NCC4CCCCC4)[C@@]3(O)C2)cc1	-0.9	1.7	-5.3	1.2	-40.4	-0.7	-1.2	-1.2	0.4	-2.6	2.0
c1ccc(NC2=NCCN2CCCC2CCCC2)cc1	-1.8	0.6	-1.2	-1.0	7.6	2.5	-0.5	-0.4	-1.8	0.9	3.0
CC(=O)Nc1ccc2c(c1)C(=O)N(C)[C@H]1CC[C@H](CC(=O)NCc3ccc(F)cc3)O[C@@H]1CO2	-2.2	0.0	6.4	/	-11.0	-1.4	/	-0.7	/	3.1	6.6
CCC(c1nnc(SCCNCCO)n1CCN1CCOCC1)N(C)C (stereo unspecified)	-0.2	0.7	-3.1	/	9.0	-0.1	/	-1.2	-1.1	2.6	0.6
COC(=O)c1ccc2c(=O)n(CCN3CCOCC3)c(SCC(=O)Nc3cccc(OC)c3)nc2c1	-0.6	0.4	-7.2	-0.3	-2.4	-2.0	0.0	-0.8	-1.0	0.4	-10.4
COc1ccc(OC)c(S(=O)(=O)N2CCC(C(=O)N3CCCC3)CC2)c1	-0.5	0.2	2.1	3.7	6.1	-1.7	0.6	-0.4	2.2	-1.7	-6.5
CNc1cnc(-c2ccsc2)cn1	1.7	3.4	-5.3	5.0	-6.0	2.5	/	-0.7	-0.1	1.3	-225.5
O=C(CSc1nc(-c2ccccc2)cc(=O)[nH]1)N1CCc2ccccc21	0.1	0.3	1.0	0.8	-0.7	-0.2	1.4	-0.7	-1.2	-5.0	-1.1
O=[N+]([O-])c1ccc(NCCCNS(=O)(=O)c2ccc(Cl)cc2)c(Cl)c1	0.3	-0.1	2.7	-0.2	3.9	2.1	-0.8	-1.1	-1.9	-2.7	-1.6
O=C(Nc1cccc(S(=O)(=O)N2CCCCCC2)c1)c1ccc2ccccc2n1	6.4*	2.3	5.4	6.7	-0.1	5.4	0.8	0.0	-2.5	4.0	-7.3
Oc1[nH]c2ccc(Br)cc2c1N=NC(=S)NCC1CCCO1 (stereo unspecified)	2.9	-0.4	10.1	-1.6	-0.2	-0.2	-0.3	-1.3	-4.4	0.8	0.6
Cc1cccc(N2CCN(C(=O)C3CCN(S(=O)(=O)c4c(C)noc4C)CC3)CC2)c1C	-0.6	-0.3	-0.2	2.5	12.5	-0.8	0.0	-1.0	1.3	-3.4	-7.9
O=C(COC(=O)c1cccc(S(=O)(=O)N2CCc3ccccc32)c1)Nc1ccc(Cl)cn1	1.8	0.2	-2.5	2.5	10.0	-0.8	-0.1	-0.9	-1.8	-0.3	-1.1
CC(=O)c1ccc(-n2c(-c3cc(-c4ccsc4)n[nH]3)n[nH]c2=S)cc1	-1.4	-1.2	-11.3	0.8	7.9	-0.7	0.2	-1.5	2.2	-0.4	-3.8
CC1(C(=O)NCc2ccccc2)CSCC(=O)N1C1CCN(Cc2ccccc2)CC1 (stereo unspecified)	-1.9	0.6	0.3	/	4.3	1.8	/	0.2	3.3	-5.8	5.6
O=C(N/N=C/c1cccc([N+](=O)[O-])c1)c1cc(-c2ccc3c(c2)OCO3)n[nH]1	2.3	0.6	-30.4	0.5	9.6	1.4	-1.0	-0.1	-1.7	-1.7	-4.8
O=S(=O)(c1ccc2c(c1)OCCO2)N1CCC(O)(c2ccc(Cl)cc2)CC1	-1.8	-0.9	-0.7	-1.5	-13.0	0.1	-1.0	-1.5	-0.1	-5.0	-1.1

Profiles, looked up by structure.
Listed for `O=C(Nc1cccc(S(=O)(=O)N2CCCCCC2)c1)c1ccc2ccccc2n1` → hcDAF-12 act = 6.4*; DAX1 inh-1 = 2.3; Rev-erbA mod = 5.4; FXN GAA850 act = 6.7; sPLA2-III inh = -0.1; hgDAF-12 ag = 5.4; DAX1 inh-2 = 0.8; ssDAF12 agonist = 0.0; PG9 binder = -2.5; SMARCA2 activ = 4.0; PLC-beta3 inh = -7.3
Listed for `CNc1cnc(-c2ccsc2)cn1` → hcDAF-12 act = 1.7; DAX1 inh-1 = 3.4; Rev-erbA mod = -5.3; FXN GAA850 act = 5.0; sPLA2-III inh = -6.0; hgDAF-12 ag = 2.5; DAX1 inh-2 = /; ssDAF12 agonist = -0.7; PG9 binder = -0.1; SMARCA2 activ = 1.3; PLC-beta3 inh = -225.5
Listed for `NC(CCc1ccccc1)c1csc(Nc2ccc(C(=O)NCCO)cc2)n1` (stereo unspecified) → hcDAF-12 act = -1.9; DAX1 inh-1 = 0.0; Rev-erbA mod = -2.0; FXN GAA850 act = -3.5; sPLA2-III inh = 3.8; hgDAF-12 ag = -2.7; DAX1 inh-2 = /; ssDAF12 agonist = -1.5; PG9 binder = 0.7; SMARCA2 activ = -2.5; PLC-beta3 inh = -67.1

(next part)
SMILES	hcDAF-12 act	DAX1 inh-1	Rev-erbA mod	FXN GAA850 act	sPLA2-III inh	hgDAF-12 ag	DAX1 inh-2	ssDAF12 agonist	PG9 binder	SMARCA2 activ	PLC-beta3 inh
CSc1ccccc1C(=O)Nc1cccc([N+](=O)[O-])c1C	-1.8	0.7	-2.8	0.9	10.3	2.3	1.4	-1.8	1.8	-3.8	-8.9
O=C(COC(=O)CCc1nc2ccccc2c(=O)[nH]1)NC(c1ccccc1)c1ccccc1	-2.5	-0.2	7.1	-2.1	4.6	-2.1	1.6	-0.6	2.4	-3.2	-57.6
Cc1cccc(NC(=O)CN2CCN(CC(=O)Nc3cccc(C)c3)CC2)c1	-1.1	-1.4	-1.3	-1.8	-1.0	1.2	-0.5	-1.3	-0.1	1.6	2.4
O=C(NC1CCN(C(=O)N2c3ccccc3Sc3ccccc32)CC1)c1ccccc1F	-3.3	-1.0	1.6	-0.7	-3.5	-2.1	-0.4	-1.5	-4.3	-4.2	-6.5
COC(=O)C1=C(C)NC(C)=C(C(=O)OC)C1c1ccc(-c2cccc([N+](=O)[O-])c2)o1	0.0	-0.1	1.2	5.5	14.9	-0.4	0.3	-1.2	-0.3	-5.8	-3.6
CCCCc1c(-c2ccccc2OC)ncn1Cc1c(Cl)cccc1Cl	-1.7	-0.8	5.0	/	-10.2	-1.7	/	-1.3	-4.3	-2.6	-5.4
O=S(=O)(c1cccc2nonc12)N1CCN(c2ccc(F)cc2)CC1	0.0	-0.2	5.2	2.2	-0.1	0.5	0.0	-1.1	-1.9	-0.9	7.1
O=C(NS(=O)(=O)Nc1ccccc1)C1=C(N2CCCC2)COC1=O	1.1	0.0	4.6	1.5	3.2	1.4	-0.1	-0.9	-1.7	1.7	0.6
Nc1nc(SCC(=O)NCc2ccc3c(c2)OCO3)n[nH]1	-0.9	0.1	-2.3	0.5	-2.1	-4.0	-0.1	-1.0	-1.8	-2.4	0.8
O=C(c1ccccc1O)N1CCOCC1	-0.3	-0.3	-2.3	0.2	7.0	-1.1	2.1	-1.4	0.7	0.4	-1.4
CCN(CC)C(=O)Cn1c(=O)oc2ccccc21	2.5	0.2	0.8	1.8	-2.3	-1.7	1.0	-1.5	-2.4	-1.3	-8.1
CCOC(=O)C1CCN(CCC(=O)Nc2ccc(Br)c(C)c2)CC1	2.6	0.5	0.1	2.9	-1.3	1.3	0.4	-1.0	-2.0	4.2	-4.2
O=C(COC(=O)C1CCN(c2ccc(C(F)(F)F)cn2)CC1)NCc1ccc(F)cc1	-0.4	0.8	-11.4	-0.8	-2.5	-0.2	-1.1	-1.1	1.6	-0.9	-15.2
CCc1nnc(NC(=O)c2ccc(Cl)c(S(=O)(=O)N3CCc4ccccc4C3)c2)s1	-1.9	-0.4	20.8	-0.2	-3.0	-1.8	0.8	-1.3	20.3*	-0.3	-1.1
CC(OC(=O)c1nsc(Cl)c1Cl)C(=O)NCc1ccco1 (stereo unspecified)	-0.7	0.3	2.1	-0.5	7.0	-3.0	-0.2	-1.2	1.2	-2.8	-2.2
CC(=O)Nc1cccc(-c2csc(Nc3ccccn3)n2)c1	5.1	4.5*	8.4	2.6	-29.6	7.5	1.6	-0.5	-1.2	6.1	2.0
COc1ccc(OC)c2nc(-c3ccc4c(c3)OCO4)ccc12	6.4*	2.3	9.7	9.5*	0.9	15.1*	5.7*	0.7	1.0	8.6*	-144.8
CCOC(=O)c1ccc(S(=O)(=O)NNC(=O)COc2ccc(C)cc2)cc1	-1.1	-0.3	9.1	1.0	1.8	-1.7	-1.0	-1.4	-2.1	-5.0	-2.9
O=C(CCc1ccccc1)N1CCN(CCO)CC1	-0.5	0.6	0.0	-0.4	1.7	0.3	0.4	-0.2	2.3	-1.8	2.3
Nc1c(-c2ccc(Cl)cc2)nnn1-c1ccccc1	1.8	1.9	0.8	3.4	1.8	10.9*	3.2	-0.5	2.1	3.2	0.9

Some of these compounds in order of heavy-atom count, low to high.
SMILES	hcDAF-12 act	DAX1 inh-1	Rev-erbA mod	FXN GAA850 act	sPLA2-III inh	hgDAF-12 ag	DAX1 inh-2	ssDAF12 agonist	PG9 binder	SMARCA2 activ	PLC-beta3 inh
COc1ccc(OC)c2nc(-c3ccc4c(c3)OCO4)ccc12	6.4*	2.3	9.7	9.5*	0.9	15.1*	5.7*	0.7	1.0	8.6*	-144.8
CCc1nnc(NC(=O)c2ccc(Cl)c(S(=O)(=O)N3CCc4ccccc4C3)c2)s1	-1.9	-0.4	20.8	-0.2	-3.0	-1.8	0.8	-1.3	20.3*	-0.3	-1.1
O=C(NC1CCN(C(=O)N2c3ccccc3Sc3ccccc32)CC1)c1ccccc1F	-3.3	-1.0	1.6	-0.7	-3.5	-2.1	-0.4	-1.5	-4.3	-4.2	-6.5
